Autophagy HCS = modulators of autophagy; MEF GFP-LC3 puncta imaging; test concentration mostly 10 µM; calls only at 10 µM (by protocol); 190,000 compounds, 0.98% hits;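 active = percentage of spot-positive cells more than 3 SD above its plate mean, without a fluorescence outlier flag or 80% toxicity; inconclusive = no clear call, values can overlap the other calls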;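 also: spot-positive cell cutoff set from DMSO-treated cells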
human PMI inhibition = MPI enzyme activity inhibition – biochemical, fluorescence intensity, coupled assay, primary screen (AID 1209); purified PMI enzyme, coupled fluorescence intensity; higher % means a stronger effect; one-dose inhibition, % at 20 µM; IC50 in µM for titrated hits; 190,000 compounds, 0.42% hits;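 also: plate controls were DMSO vehicle for no effect and wells lacking substrate for full effect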
TNAP activation fold = human TNAP enzyme activators, primary screen, biochemical, luminescent, no phosphate acceptor, uHTS (AID 1001). activation fold at 20 µM; hits with a dose series show EC50 in µM. 200,000 compounds, 0.03% hits. purified TNAP, luminescent activation assay, no phosphate acceptor; higher activation fold means a stronger effect; in the data active = activation fold from about 3, or a potency from the dose series; inactive = the rest, 99 in 100 with activation fold below about 1.6; also: many of its hits are not listed in these tables
PMI inhibition = MPI inhibition at elevated mannose 6-phosphate – biochemical, fluorescence intensity, high mannose 6-phosphate, primary screen (AID 1220); recombinant PMI enzyme, coupled fluorescence intensity; higher % means a stronger effect; inhibition, % at 20 µM, or IC50 in µM where a hit was titrated; 190,000 compounds, 0.66% hits
Hep lipid drop = hepatic lipid droplet formation modulation; AML12 mouse hepatocytes, oleate lipid droplets, BODIPY imaging; 240,000 compounds, 0.4% hits; AID 1656; inhibition, % at 6.5 µM;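 active = lipid droplet intensity inhibited by at least 50%, with more than 500 cells counted; inconclusive = wells with under 300 cells, treated as cytotoxic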
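Test system: AML12 mouse liver cells; schedule: overnight exposure; technique: high-content imaging of BODIPY-stained droplets and DAPI nuclei; read-out: % inhibition of corrected integrated BODIPY droplet signal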
T cell modulator = modulates CD8 T cell binding to vesicles. 2C CD8+ T cell-vesicle binding, flow cytometry; active compounds read low. calls only at 7 µM. 330,000 compounds, 0.068% hits. AID 2052;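 active = response, share of CD8 T cells binding vesicles, and their 90th percentile fluorescence all below set limits, cut at about 80% in these data, passing the limit was not always enough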
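Incubation: binding step 1.5 h, 37 °C, antibody labelling 20 min, ice; system: murine 2C transgenic CD8+ T lymphocytes; technique: cytometric PE anti-B7-1 and Alexa647 anti-CD8 signals after 1% paraformaldehyde fixation; also added: QL9-charged Drosophila Ld/ICAM-1/B7-1 vesicles; control set: naked versus QL9-loaded vesicles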
MT stabilizer = microtubule stabilization, imaging screen; % tubulin-high responders, % at 10 µM; 200,000 compounds, 0.83% hits; HeLa tubulin immunostaining HCS, 24 h; share of cells brighter than vehicle mean+2SD;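 active = plate Z-score above 3 for both tubulin-high and condensed-nucleus cell shares, with cell loss under 80%, at 10 µM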;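 also: anti alpha tubulin signal scored within the nucleus-defined area of each cell; some results filed as inactive read as strong as hits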
Insulin prom up = MIN6 insulin promoter up-regulation. MIN6 insulin promoter-GFP reporter, high-content imaging; active compounds read high. z-score at 5 µM. 190,000 compounds, 0.3% hits;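 active = z-score above 3 at 5 µM with at least 500 cells counted in the well; inconclusive = wells under 500 cells, flagged as cytotoxic or low count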
b-catenin transl = beta-catenin nuclear translocation modulation; HeLa beta-catenin nuclear translocation, immunofluorescence imaging; nuclear translocation activity, % at 5 µM; 190,000 compounds, 0.3% hits; AID 1665;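 active = nuclear translocation activity above 50% at 5 µM, with a well cell count of 50 or more; inconclusive = wells under 50 cells across six images, flagged as toxic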;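 also: per-cell ratio of nuclear to cytoplasmic median beta-catenin stain intensity; plate controls were DMSO negative control for no effect and GSK-3 inhibitor IX positive control for full effect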
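Test system: human HeLa cell line; Doses: 5 µM primary, 0.02–20 µM confirmation; Incubation: 24 h compound exposure, 37°C; Detection: beta-catenin immunofluorescence imaging with DAPI; Read-out: beta-catenin nuclear/cytoplasmic ratio, % activation.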
Insulin prom up cell count = second read-out of Insulin prom up, no call of its own (marks repeat the call); cell count; measured here: cytotoxicity, nuclei count;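 total cells summed across four imaged fields per well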
Hep lipid drop cells 6.5 µM = further read-out of Hep lipid drop, marked with its call; cell count; measured here: cell count, cytotoxicity flag;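 cells counted across two imaged fields per well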
b-catenin transl cell count 5 µM = further read-out of b-catenin transl, marked with its call; cell count; measured here: cell count, cytotoxicity flag
T cell modulator vesicle-bound % = second read-out of T cell modulator, no call of its own (marks repeat the call); double positive events, %; measured here: CD8+ vesicle-bound cell fraction;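 binding gate set so that unloaded-vesicle control wells show 10% double positive cells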
MT stabilizer Hoechst-high % = recorded beside MT stabilizer, whose call it bears; % Hoechst-high responders; measured here: nuclear condensation Hoechst responders;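 share of cells brighter than vehicle mean plus two SD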
MT stabilizer cytotoxicity % = recorded beside MT stabilizer, whose call it bears; toxicity, %; measured here: cytotoxicity by cell density;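 0% = mean cell density of plate MIN control wells and 100% = no cells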
Autophagy HCS cell loss 18 h = recorded beside Autophagy HCS, whose call it bears; toxicity, %; measured here: cell loss, nuclei count;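 cell loss after 18 h compound exposure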
Active calls of the source: *; i = inactive; ? = inconclusive; . = no result given. Rule as the data show it, unless noted: active = inhibition above about 50%; inactive = the rest.

Every second line gives: Autophagy HCS	Autophagy HCS cell loss 18 h	human PMI inhibition	TNAP activation fold	PMI inhibition	Hep lipid drop	Hep lipid drop cells 6.5 µM	T cell modulator	T cell modulator vesicle-bound %	MT stabilizer	MT stabilizer Hoechst-high %	MT stabilizer cytotoxicity %	Insulin prom up	Insulin prom up cell count	b-catenin transl	b-catenin transl cell count 5 µM
[1] O=C(Nc1ccncc1)c1ccc(-c2ccccc2)cc1
  i	2	-6%	1.1	-3%	-7	653	i	19	1.8	0.8	0.9	-2.1	637	0.2	1059
[2] Cc1cccc(COCC(Cc2ccccc2)N2CCN(C(=O)c3ccc(C(F)(F)F)cc3)CCC2=O)c1 (stereo not given)
  i	-15	-3%	0.9	-3%	-5	731	i	22	3.4	3.1	12	0.21	962	-4.0	580
[3] O=C(c1ccc(Br)o1)N(Cc1ccccc1)c1ccccn1
  i	1	9%	1.1	0%	-7	721	i	30	1.3	0.7	10	-0.1	876	-2.2	1187
[4] COc1ccc(N/C(C)=C2/C(=O)C(=O)N(CCO)C2c2ccc([N+](=O)[O-])cc2)cc1 (stereo not given)
  i	-5	7%	1	2%	-10	767	i	34	1.0	1.4	6.8	-0.31	993	0.5	1120
[5] O=C(O)c1cccc(COc2ccccc2Cl)c1
  .	.	-1%	1.1	-1%	-9	461	i	42	.	.	.	0.84	1347	.	.
[6] CCOC(=O)c1ccccc1NC(=O)c1cccnc1
  i	-7	-16%	1.1	-6%	-11	710	i	17	1.9	3.5	32	-0.56	1075	-0.5	1089
[7] CC1=C(C)/C(=N\OS(=O)(=O)c2ccccc2)C=CC1=O
  i	1	6.6µM*	1.1	49%	5	860	i	33	1.1	1.8	4.6	.	.	-6.5	1261
[8] N#Cc1ccccc1Sc1ccccc1N
  i	1	3%	1	9%	.	.	i	22	2.0	1.0	2.8	.	.	.	.
[9] O=C(C1=C[C@@H](C2CCCCC2)C[C@@H](OCCCCO)O1)N1CCOCC1
  i	5	6%	1.1	3%	2	728	.	.	1.9	2.4	1.9	0.97	1509	1.3	1145
[10] CCOC(=O)c1[nH]c2c(c1C)C(=O)CC(c1ccco1)C2 (stereo not given)
  i	35	13%	1.1	10%	?	.	i	8	7.0	45	49	-0.51	999	118*	298*
[11] CC(C(=O)OCC(=O)Nc1ccc2c(c1)OCO2)N1C(=O)c2ccccc2C1=O (stereo not given)
  i	-4	7%	1	-5%	-7	689	i	43	1.6	1.4	0.4	2.5	1126	-6.1	1076
[12] CCOc1ccccc1NC(=O)CNS(=O)(=O)c1ccc2nc(C)sc2c1
  i	7	-5%	1.1	-10%	6	713	i	1	3.6	2.5	2.7	-0.54	1259	-0.3	1158
[13] O=C(CN1CCN(c2ccc(O)cc2)CC1)Nc1cc(S(=O)(=O)N2CCCCC2)ccc1Cl
  i	19	7%	1.1	23%	11	651	i	12	5.1	2.0	6.6	-2.4	1264	-3.1	1081
[14] S=c1[nH]c2ccccc2c2ccccc12
  .	.	.	.	.	4	648	i	48	.	.	.	0.23	1027	-0.5	1290
[15] O=C(Nc1ccc2c(c1)OCO2)c1sc2cc(Cl)ccc2c1Cl
  i	16	6%	1.1	-12%	-2	643	i	53	9.0	2.6	7.3	0.06	1215	0.8	968
[16] COc1cc(C2NC(=O)NC(C)=C2C(=O)NCc2ccccc2)c(Cl)cc1O (stereo not given)
  i	4	14%	1.1	12%	-6	783	.	.	2.8	1.2	8.7	0.9	829	.	.
[17] c1ccc(CCc2nn3c(-c4ccncc4)nnc3s2)cc1
  i	-5	6%	1	4%	-5	695	i	14	2.5	2.5	2.6	-0.07	1184	1.7	1062
[18] NS(=O)(=O)c1ccc(NC(=O)COc2ncnc3c2cnn3-c2ccccc2)cc1
  i	-34	5%	1.1	3%	.	.	i	36	4.1	1.1	7.6	0.29	1486	-0.4	1467
[19] CCOc1ccc(C(=O)Nc2cccc(NC(=O)c3cccs3)c2)cc1[N+](=O)[O-]
  i	2	23%	1.2	15%	-2	664	.	.	1.7	2.5	14	0.18	1377	-2.9	958
[20] CCN1CCN(C(=O)c2ccc3c(=O)n(Cc4ccccc4OC)c(=S)[nH]c3c2)CC1
  i	-13	3%	1	1%	.	.	i	53	5.8	4.6	1.5	0.1	1338	-0.7	872
[21] O=C(CCCNC(=O)c1ccc(Cl)cc1)Nc1ccc(S(=O)(=O)Nc2ncccn2)cc1
  .	.	.	.	.	-8	701	i	31	.	.	.	0.11	1446	-2.4	1244
[22] CC(=O)n1cc(/C=N/NC(N)=S)c2ccccc21
  i	2	0%	1.2	-2%	4	677	i	43	6.1	3.8	8.8	-0.56	1230	5.6	809
[23] O=C1NC[C@H](Cc2ccc(O)cc2)N(CC2CCCCC2)C1=O
  .	.	.	.	.	18	719	i	46	.	.	.	-0.62	985	0.1	1298
[24] COc1ccc2[nH]c(C(O)(Cc3cccnc3)Cc3cccnc3)cc2c1
  i	8	-4%	1	25%	-2	630	i	53	1.9	2.3	1.1	-0.23	1457	-1.2	544
[25] COCCn1c(=S)[nH]c2cc(C(=O)NCCc3ccc(OC)c(OC)c3)ccc2c1=O
  i	-2	2%	1.2	10%	.	.	i	24	2.1	1.4	8.7	-0.81	1378	-1.7	983
[26] CC1(C)CC(N(Cc2ccc(F)cc2)C(=O)c2ccc(F)cc2)CCO1 (stereo not given)
  .	.	.	.	.	4	680	i	13	.	.	.	-0.69	1111	1.3	1284
[27] CN(C)c1cccc(C(=O)OCC(=O)Nc2ccccc2-c2ccccc2)c1
  i	-5	19%	1.1	21%	-19	609	i	48	7.0	1.5	7.3	0.5	1507	-2.6	1104
[28] CCn1c(SCC(=O)c2[nH]c(C)c(C(C)=O)c2C)nnc1-c1ccncc1
  i	3	14%	1.1	11%	2	756	i	9	2.6	2.1	6.2	0.39	1226	-7.4	1362
[29] Cc1cc(C)c2ccc(/C=N/O)nc2c1O
  .	.	.	.	.	-1	692	i	37	.	.	.	0.54	956	-1.0	1285
[30] Cc1noc(-c2ccc(Cl)cc2)c1C(=O)O/N=C(\N)c1ccc(C(C)(C)C)cc1
  .	.	.	.	.	2	657	i	51	.	.	.	-1.2	760	-1.5	1267
[31] COc1ccc(Cl)cc1C(=O)O/N=C(\N)c1ccncc1
  .	.	.	.	.	-2	796	i	48	.	.	.	-0.14	918	-0.6	1305
[32] CC(C)c1ccc(NC(=O)N2CCCC2C(=O)Nc2ccc(-n3cnnn3)cc2)cc1 (stereo not given)
  i	-18	-4%	1.1	3%	0	695	i	58	3.0	2.5	13	-1.3	1441	-0.5	1506
[33] CN(C[C@H](Cc1ccccc1)N(C[C@H](c1ccccc1)N(CCc1ccccc1)N=O)N=O)N=O
  i	20	16%	1.1	15%	-21	688	i	24	1.7	1.1	5.3	0.47	1420	-0.6	1217
[34] COc1cc(/C=C/C(=O)OCC(=O)Nc2ccccc2Cl)cc(OC)c1OC
  i	-2	2%	1.1	-5%	30	683	i	50	5.2	3.0	7.5	-0.02	1200	-0.8	1125
[35] COC(=O)CCCc1nc2ccccc2s1
  i	-3	2%	1.1	-4%	.	.	i	43	3.2	1.4	11	.	.	.	.
[36] Cc1cc(-c2csc3nc[nH]c(=S)c23)cc(C)c1C
  i	-6	4%	1.2	-11%	15	642	i	62	2.6	1.7	7.2	-0.65	1398	2.3	1048
[37] Cc1cccc2c1N1C(=O)c3c(C(=O)O)cccc3C1CC2C (stereo not given)
  i	-4	-10%	1	-15%	4	811	i	46	2.8	1.2	6.4	.	.	-2.7	550
[38] Cc1[nH]nc2c1C(c1ccc(-c3ccc(Cl)cc3)o1)C(C#N)=C(N)O2 (stereo not given)
  i	24	-7%	1	6%	13	728	i	38	3.4	1.7	8.2	0.61	1207	1.6	509

Rewritten field by field: 2 of the compounds above
#30 Cc1noc(-c2ccc(Cl)cc2)c1C(=O)O/N=C(\N)c1ccc(C(C)(C)C)cc1
- Autophagy HCS = .
- Autophagy HCS cell loss 18 h = .
- human PMI inhibition = .
- TNAP activation fold = .
- PMI inhibition = .
- Hep lipid drop = 2
- Hep lipid drop cells 6.5 µM = 657
- T cell modulator = i
- T cell modulator vesicle-bound % = 51
- MT stabilizer = .
- MT stabilizer Hoechst-high % = .
- MT stabilizer cytotoxicity % = .
- Insulin prom up = -1.2
- Insulin prom up cell count = 760
- b-catenin transl = -1.5
- b-catenin transl cell count 5 µM = 1267

#31 COc1ccc(Cl)cc1C(=O)O/N=C(\N)c1ccncc1
- Autophagy HCS = .
- Autophagy HCS cell loss 18 h = .
- human PMI inhibition = .
- TNAP activation fold = .
- PMI inhibition = .
- Hep lipid drop = -2
- Hep lipid drop cells 6.5 µM = 796
- T cell modulator = i
- T cell modulator vesicle-bound % = 48
- MT stabilizer = .
- MT stabilizer Hoechst-high % = .
- MT stabilizer cytotoxicity % = .
- Insulin prom up = -0.14
- Insulin prom up cell count = 918
- b-catenin transl = -0.6
- b-catenin transl cell count 5 µM = 1305
